# High-throughput results (PubChem)
# LDHA block: inhibitors of human lactate dehydrogenase A; activity change, % (values are at about 110 or 230 µM); purified LDHA, NADH/diaphorase-resazurin fluorescence; active compounds read low; 0.15% of 480,000 active; P00338; AID 1347041; in the data active = activity change below about -30%; inconclusive = mostly about -25% to -30%;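 also: plate controls were DMSO wells for no effect and wells without enzyme for full effect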
#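 Human LDH5 at 2 nM final in Tris HCl pH 7.4 with 0.06 mM NADH and 0.2 mM pyruvate, reacted 5 minutes at room temperature. Remaining NADH coupled via diaphorase/resazurin; resorufin fluorescence read at 0 and 20 minutes, normalized to enzyme-free and DMSO wells.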
# ALOX12 inh: blocks human arachidonate 12S-lipoxygenase; P18054; purified 12hLO, xylenol orange hydroperoxide absorbance; Potency, µM (titrated, usually from 108 µM), for inactives: top-dose activity change, negative = inhibition, most hits filed as inhibitors; 1.1% of 580,000 active; AID 1671190; active = well fitted inhibition curve with a large enough effect; inconclusive = small, poorly fitted or top-dose-only effect, or another doubt; inactive = no such curve, though single readings can be large or run the other way; also: potency is read from the fitted curve at half-maximal effect
# Target sequence (P18054 whole entry, looked up): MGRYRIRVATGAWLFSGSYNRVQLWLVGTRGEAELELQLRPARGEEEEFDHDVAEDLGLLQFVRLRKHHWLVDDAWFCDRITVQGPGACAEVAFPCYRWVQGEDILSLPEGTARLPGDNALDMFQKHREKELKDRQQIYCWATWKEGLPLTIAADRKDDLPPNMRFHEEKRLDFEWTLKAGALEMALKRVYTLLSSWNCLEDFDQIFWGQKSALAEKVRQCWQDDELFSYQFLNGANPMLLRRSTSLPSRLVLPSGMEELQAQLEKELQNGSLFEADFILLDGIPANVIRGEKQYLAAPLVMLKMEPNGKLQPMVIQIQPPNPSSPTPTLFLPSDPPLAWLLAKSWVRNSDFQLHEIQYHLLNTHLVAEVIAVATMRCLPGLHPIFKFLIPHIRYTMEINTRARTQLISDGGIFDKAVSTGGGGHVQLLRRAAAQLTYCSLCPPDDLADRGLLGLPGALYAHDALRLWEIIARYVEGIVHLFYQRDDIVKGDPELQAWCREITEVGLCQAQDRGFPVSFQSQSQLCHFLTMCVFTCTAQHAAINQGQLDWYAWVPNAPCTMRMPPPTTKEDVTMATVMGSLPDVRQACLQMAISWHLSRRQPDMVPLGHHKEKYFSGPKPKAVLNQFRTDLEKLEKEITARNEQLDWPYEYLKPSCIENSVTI
#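 Purified human 12hLO (150 nM final) in 25 mM Hepes, 0.01% Triton X-100, pH 7.0 was preincubated 15 min at room temperature with compound. Then 40 uM arachidonic acid was added, 30 min. Hydroperoxide was read by Fe-XO absorbance ratio 573/405 nm.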
# Active calls of the source: *; ? = inconclusive; [ ] = remark or other dose. Unless noted, % is scaled to controls: 0 for no effect and ±100 for the full control effect. The list is partial; count on the stated rates, not on these rows.
# Under each structure – LDHA block	ALOX12 inh
- COc1ccc(CN(C(=O)Cc2n[nH]c(=O)c3ccccc23)C2CC2)cc1
→ -4	-10%
- Cc1ccc(N=C2NN=C(c3c[nH]c(C(=O)N4CCCC4)c3)CS2)c(C)c1
→ 5	?
- COc1ccc(C2OC(CCc3ccccc3)Cc3[nH]c(=S)[nH]c(=O)c32)cc1 (stereo unspecified)
→ 3	10%
- COc1cc(C(=O)OCC(=O)NC(C)C(C)C)cc(Cl)c1OC (stereo unspecified)
→ -12	0%
- Cc1cccc2nc(-c3c(-c4ccc(Br)cc4)n(C)c(=O)n(C)c3=O)cn12
→ 17	?
- CC1(C(=O)NCc2ccccc2)CN(S(C)(=O)=O)CC(=O)N1Cc1ccc2c(c1)OCO2 (stereo unspecified)
→ 2	2%
- CCN(CC)S(=O)(=O)c1ccc(C)c(NC(=O)C2CCN(C(=O)C(C)(C)C)CC2)c1
→ 0	31%[activator]
- O=Cc1ccc(-c2ccccc2Br)o1
→ 9	?
- Cc1ccnc(NC(=O)C2CCN(C(=O)C(C)(C)C)CC2)c1
→ 3	44%[activator]
- CN1CCC(N(C)CCN(C)C(=O)Nc2ccccc2C(F)(F)F)CC1
→ 9	-1%
- Cc1cc(NC(=O)c2ccccc2Cl)sc1C(=O)NC(C)c1ccc(NC(=O)C2CC2)cc1 (stereo unspecified)
→ 0	-2%
- O=c1c2ccc(Cl)cc2ncn1Cc1ncc(-c2ccc(Cl)cc2)o1
→ 2	-25%
- Cc1nc(Nc2ccc(NC(=O)c3cccs3)cc2)cc(N2CCCCC2)n1
→ 1	-13%
- CNc1snc(C)c1C(=O)OC(C)C(=O)NC1CCCC1 (stereo unspecified)
→ -2	?
- O=C(CN1CCN(c2cccc(Cl)c2)CC1)Nc1ccnn1Cc1cccc(Cl)c1
→ -11	-3%
- COc1ccc2oc(=O)c(C(=O)N3CCN(c4cc(C)ccc4C)CC3)cc2c1
→ -4	?
- O=C(Cc1c(F)cccc1Cl)NCc1cccc(C(=O)Nc2ccccc2)c1
→ 5	37%
- CC(C)C(C)NC(=O)Nc1ccc(C(N)=O)c(Cl)c1 (stereo unspecified)
→ 1	-4%
- Cc1ccc(CNc2ccc(C(N)=O)cn2)cc1
→ 2	31%[activator]
- O=C(NC1CCCCC1)N1CCC2(CC1)Nc1ccccc1-n1cccc12
→ 10	-2%
- COc1ccc(CNC(=O)CCc2cccnc2)cc1OC
→ 9	-6%
- CC1Cc2ccccc2N1C(=O)c1nn(C(C)C)c(=O)c2ccccc12 (stereo unspecified)
→ 3	-59%
- CCc1ccc(NC(=O)c2ccccc2SCC(=O)NCc2ccco2)cc1
→ 5	5.6µM*
- Nc1nc2c(s1)C(c1cc(Cl)ccc1F)CC(=O)N2 (stereo unspecified)
→ 77	35µM*
- CCc1c(C(=O)Nc2ccc3nc(C)sc3c2)cnn1-c1ccc(OC)nn1
→ -9	-1%
- Cc1c(C#N)c(NC(=O)CSc2nnc(C3CC3)n2-c2ccccc2)n(Cc2ccco2)c1C
→ 3	-52%
- S=C(NCc1ccc(Cl)cc1)Nc1cccc(Cl)c1
→ -20	?
- CC(Sc1nnc(-c2ccco2)n1-c1ccccc1)C(=O)Nc1ccc(Cl)cn1 (stereo unspecified)
→ 16	6%
- CC(C)(C)OC(=O)N1Cc2ccccc2C[C@H]1C(=O)NCC1CCCO1 (stereo partly specified)
→ -1	-10%
- C=C(C)c1cccc(C(C)(C)NC(=O)N(C)CCC#N)c1
→ -6	-19%
- CC(NC(=O)CSc1nc2c(cc1C#N)CCCC2)c1ccccc1 (stereo unspecified)
→ 0	9%
- CN(Cc1ccccc1)C(=O)Nc1cccc(CN2CCOC2=O)c1
→ 0	-23%
- Cc1ccc(OC(C)C(=O)Nc2ccc3oc(C)nc3c2)cc1 (stereo unspecified)
→ 4	-6%
- COc1cccc(/C=C/C(=O)c2ccc(-c3ccccc3)cc2)c1
→ 5	?
- O=C(NCCc1ccccn1)c1cccc(Cl)c1
→ 7	13%
- O=C(Nc1ccc2oc(-c3cccc(Br)c3)nc2c1)c1cccs1
→ -7	?
- C/C(=N\O)c1cc2c(ccc3ccccc32)oc1=O
→ 3	-2%
- CCC(C)Cc1nc(N)c(C#N)c(-c2ccccc2)c1C (stereo unspecified)
→ 2	-27%
- O=C(NCc1ccccc1C(F)(F)F)c1n[nH]c2c1CCCC2
→ 4	60%[activator]
- COc1cccc2c1OC1(CCN(C(C)=O)CC1)N1N=C(c3ccc(OC(F)F)cc3)CC21 (stereo unspecified)
→ 3	2%
- Cc1ccc(C)c(N2N=C(C(=O)Nc3ccccc3S(=O)(=O)N3CCCCC3)CCC2=O)c1
→ -2	?
- Cc1nc(CCNC(=O)c2ccccn2)cs1
→ 5	8%
- COc1ccccc1N1CCN(C(C(=O)O)c2c[nH]c3cc(OCc4ccccc4)ccc23)CC1 (stereo unspecified)
→ 0	?
- Cc1cc(=O)oc2c(C)c(OC(C)C(=O)NCCc3ccc(S(N)(=O)=O)cc3)ccc12 (stereo unspecified)
→ 2	17%
- COc1ccc(C2CCCN2CC(=O)N(CCC#N)c2ccccc2F)cc1 (stereo unspecified)
→ 5	-5%
- COc1ccccc1OCCSc1nc2ccccc2o1
→ 22	5%
- COc1ccc(-c2cc3ccc(OS(C)(=O)=O)cc3oc2=O)cc1OC
→ 0	11%
- Cc1noc(C)c1CS(=O)(=O)c1ccccc1Cl
→ 10	-3%
- CN(Cc1ccc(Cl)cc1Cl)C(=O)CCNC(=O)Nc1ccccc1
→ 1	-9%
- COc1cc(OC)c(NS(=O)(=O)c2cc(C(=O)N3CCCC(C)C3)ccc2C)cc1Cl (stereo unspecified)
→ -6	-27%

# (list continues)
# Under each structure – LDHA block	ALOX12 inh
- COc1ccccc1-n1nnc(C(=O)OCc2cc(C)ccc2C)c1C
→ 1	5%
- CC(C)(C)OC(=O)N1CCCC1C(=O)NCc1cccc(Cl)c1 (stereo unspecified)
→ -6	-2%
- CCOC(=O)[C@]12CCCC=C1N(CCc1ccc(OC)c(OC)c1)C(=O)[C@H](CC(=O)N1CCCC1)C2
→ 1	?
- Cc1ccc2oc(-c3ccc(C)c(NC(=O)c4ccccc4[N+](=O)[O-])c3)nc2c1
→ -2	1%
- CCCCNC(=O)C1C(c2ccc(C(F)(F)F)cc2)=Nc2ccccc2N1C(=O)c1ccc2nc(C)[nH]c2c1 (stereo unspecified)
→ -8	4%
- C(#CCn1c2ccccc2c2ccccc21)CN1CCOCC1
→ 5	-5%
- CC(C1CCCCC1)C(C)(CCC(=O)O)CC(=O)O (stereo unspecified)
→ -15	6%
- Cc1cccc(NC(=O)COc2ncnc3ccc(Br)cc23)c1C
→ -31*	?
- CN(C)C(=O)CNS(=O)(=O)c1cccc(F)c1
→ -9	?
- O=S(=O)(c1ccc(F)c(F)c1)N1CCN(Cc2cccc3cccnc23)CC1
→ -10	7%

# 2 of the compounds above, with bars between the fields.
Compound | LDHA block | ALOX12 inh
COc1ccccc1-n1nnc(C(=O)OCc2cc(C)ccc2C)c1C | 1 | 5%
CC(C)(C)OC(=O)N1CCCC1C(=O)NCc1cccc(Cl)c1 (stereo unspecified) | -6 | -2%

# Other entries:
# Under each structure – LDHA block	ALOX12 inh
- Cc1cc(C)c2ccc3ccccc3c2n1
→ 0	?
- COc1cc(NC(=O)c2cc(=O)c3cc(C)ccc3o2)cc(OC)c1
→ 5	?
- CCNC(=O)NC(=O)CN(C)Cc1ccco1
→ 2	2%
- O=C1NC2(CCCCC2)N(C(=O)c2ccc(Cl)cc2)C2=C1CCCC2
→ 0	-29%
- COc1ccc(CN(C)C(=O)c2n[nH]c(=O)c3ccccc23)cc1F
→ 2	7%
- O=C(Cn1nc2c(cc1=O)CCCC2)Nc1ccccc1Br
→ 2	-8%
- CC1=C(C(=O)OCc2ccc3c(c2)OCO3)C(c2ccc(Cl)cc2Cl)CC(=O)N1 (stereo unspecified)
→ 9	-13%
- CCc1cc(CC)n(-c2nc3c(c(=O)n(Cc4ccccc4F)c(=O)n3C)n2CC)n1
→ -9	-2%
- CC(NC(=O)c1cc2cc(Br)cc(Br)c2o1)C1CC2CCC1C2 (stereo unspecified)
→ -6	?
- COc1cccc(OCC(=O)NCc2cccc(CN3CCCC3)c2)c1
→ -1	5%
- Cc1ccc(N/N=C/c2ccc(Cl)c(Cl)c2)cc1
→ 12	16µM*
- COc1nc(C(=O)N2CCOCC2(C)C)cc2ccccc12
→ 3	1%
- COc1ccccc1NC(=O)CC1SC(c2cc3ccccc3oc2=O)=NC1=O (stereo unspecified)
→ 4	11%
- O=C(NCCO)c1cc(-c2ccc(Cl)cc2)nc2ccccc12
→ 1	?
- COCCn1c(=O)c2c(nc(-n3nc(C)cc3C)n2Cc2ccc(F)cc2)n(C)c1=O
→ 5	28%
- O=C(Nc1ccc(Cl)c(S(=O)(=O)Nc2ccccc2Cl)c1)c1n[nH]c2ccccc12
→ -3	-14%
- Cn1nc(C(=O)NCC(c2ccco2)N2CCCC2)c2ccccc2c1=O (stereo unspecified)
→ -5	-15%
- Cc1ccc(O)c(C(=O)c2cc(C#N)c(=O)n(-c3ccccc3C(F)(F)F)c2)c1
→ 9	-13%
- COc1cccc(-c2noc(-c3occc3Br)n2)c1
→ 1	12%
- O=C(NN=C1CCCCCC1)c1nc(-c2ccccc2)n(-c2ccccc2)n1
→ -2	27%
- CCCCN(C)C(=O)c1ccc(S(=O)(=O)NCc2ccco2)cc1
→ -3	0%
- CCn1ccc2cc(S(=O)(=O)N3CCC(C(=O)NCCCOC)CC3)ccc21
→ 3	-56%
- Cc1ccc(C(=O)C2CCN(CCC#N)CC2)c(C)c1
→ 6	-4%
- Brc1ccccc1-c1nc(-c2ccncc2)no1
→ 6	8%
- COC(=O)c1cc(NC(=O)CC2Sc3ccccc3NC2=O)cc(C(=O)OC)c1 (stereo unspecified)
→ 0	?
- CCCCCSc1nc2c(c(=O)[nH]c(=O)n2C)n1CC(O)COc1ccc(CC)cc1 (stereo unspecified)
→ 4	?
- COc1ccc(C2C3=C(CC(C)(C)CC3=O)Nc3ccccc3N2C(=O)C(C)C)c(OC)c1 (stereo unspecified)
→ -18	11%
- O=C(CN(c1ccc(Cl)c(Cl)c1)S(=O)(=O)c1ccccc1)N1CCCCCC1
→ 11	4%
- O=C(NCCCNC(=O)c1nc2ccccc2c(=O)[nH]1)c1cccnc1
→ 7	44%
- CC1CCCCC1NC(=O)/C=C/c1cccc(C#N)c1 (stereo unspecified)
→ 2	-26%

# By substructure: the compounds so far with a Cl atom
# Under each structure – LDHA block	ALOX12 inh
- COc1cc(C(=O)OCC(=O)NC(C)C(C)C)cc(Cl)c1OC (stereo unspecified)
→ -12	0%
- Cc1cc(NC(=O)c2ccccc2Cl)sc1C(=O)NC(C)c1ccc(NC(=O)C2CC2)cc1 (stereo unspecified)
→ 0	-2%
- O=c1c2ccc(Cl)cc2ncn1Cc1ncc(-c2ccc(Cl)cc2)o1
→ 2	-25%
- O=C(CN1CCN(c2cccc(Cl)c2)CC1)Nc1ccnn1Cc1cccc(Cl)c1
→ -11	-3%
- O=C(Cc1c(F)cccc1Cl)NCc1cccc(C(=O)Nc2ccccc2)c1
→ 5	37%
- CC(C)C(C)NC(=O)Nc1ccc(C(N)=O)c(Cl)c1 (stereo unspecified)
→ 1	-4%
- Nc1nc2c(s1)C(c1cc(Cl)ccc1F)CC(=O)N2 (stereo unspecified)
→ 77	35µM*
- S=C(NCc1ccc(Cl)cc1)Nc1cccc(Cl)c1
→ -20	?
- CC(Sc1nnc(-c2ccco2)n1-c1ccccc1)C(=O)Nc1ccc(Cl)cn1 (stereo unspecified)
→ 16	6%
- O=C(NCCc1ccccn1)c1cccc(Cl)c1
→ 7	13%
- Cc1noc(C)c1CS(=O)(=O)c1ccccc1Cl
→ 10	-3%
- CN(Cc1ccc(Cl)cc1Cl)C(=O)CCNC(=O)Nc1ccccc1
→ 1	-9%
- COc1cc(OC)c(NS(=O)(=O)c2cc(C(=O)N3CCCC(C)C3)ccc2C)cc1Cl (stereo unspecified)
→ -6	-27%
- CC(C)(C)OC(=O)N1CCCC1C(=O)NCc1cccc(Cl)c1 (stereo unspecified)
→ -6	-2%
- O=C1NC2(CCCCC2)N(C(=O)c2ccc(Cl)cc2)C2=C1CCCC2
→ 0	-29%
- CC1=C(C(=O)OCc2ccc3c(c2)OCO3)C(c2ccc(Cl)cc2Cl)CC(=O)N1 (stereo unspecified)
→ 9	-13%
- Cc1ccc(N/N=C/c2ccc(Cl)c(Cl)c2)cc1
→ 12	16µM*
- O=C(NCCO)c1cc(-c2ccc(Cl)cc2)nc2ccccc12
→ 1	?
- O=C(Nc1ccc(Cl)c(S(=O)(=O)Nc2ccccc2Cl)c1)c1n[nH]c2ccccc12
→ -3	-14%
- O=C(CN(c1ccc(Cl)c(Cl)c1)S(=O)(=O)c1ccccc1)N1CCCCCC1
→ 11	4%
